Screening results: PubChem BioAssay, National Center for Advancing Translational Sciences (NCATS)
KCNH2 3.1 inh: inhibitors of human KCNH2 3.1 potassium channel isoform | AID 720553 | hit rate 0.95% among 340,000 | U2OS KCNH2 3.1, thallium flux FluxOr; hits give low values | activity change, % (tested at about 1.8 µM);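 active = maximum activity change below -70%; inconclusive = maximum activity change from -70% to -50%; inactive = maximum activity change above -50%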;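 note: thallium influx rate constant from kinetic fluorescence after stimulation buffer; % is set by controls: 0 for no effect and ±100 for the full control effect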
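Virally transduced U2OS (3.1 isoform, 4 h infection in dark at RT) → overnight 37 C → FluxOr + Red40 in HBSS/HEPES, 45 min → stimulation buffer, 2 min kinetic read → rate constant vs DMSO controls.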
PKM2 act: activators of human pyruvate kinase M2; P14618; purified PKM2, Kinase-Glo ATP luminescence, activation; response scale: 0% is enzyme alone, no compound; Potency, µM (series often up to 57.5 µM), inactives show at the highest dose activation, hits mostly activators; hit rate 0.34% among 260,000; note: potency is the fitted concentration of half-maximal effect; % is set by controls: 0 for no effect and ±100 for the full control effect; nearly all actives have a fitted effect of over 55% in size
Target sequence (P14618 whole entry, looked up): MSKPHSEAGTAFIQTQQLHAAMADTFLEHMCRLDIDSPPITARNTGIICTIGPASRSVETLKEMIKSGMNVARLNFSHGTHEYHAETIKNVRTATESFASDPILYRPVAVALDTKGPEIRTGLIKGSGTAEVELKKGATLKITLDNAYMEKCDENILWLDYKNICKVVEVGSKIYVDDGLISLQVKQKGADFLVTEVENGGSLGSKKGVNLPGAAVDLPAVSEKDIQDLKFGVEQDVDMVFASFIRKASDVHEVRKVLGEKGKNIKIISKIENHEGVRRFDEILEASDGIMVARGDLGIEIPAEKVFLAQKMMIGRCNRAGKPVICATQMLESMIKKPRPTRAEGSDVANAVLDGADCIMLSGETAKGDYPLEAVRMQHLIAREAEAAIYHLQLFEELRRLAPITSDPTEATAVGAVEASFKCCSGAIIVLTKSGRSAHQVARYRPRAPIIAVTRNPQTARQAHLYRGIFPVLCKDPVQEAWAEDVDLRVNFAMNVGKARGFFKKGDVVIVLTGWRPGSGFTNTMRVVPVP
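hPK-M2, >95% pure; 0.1 mM ADP / 0.5 mM PEP final; imidazole pH7.2 buffer w/ 7 mM MgCl2, 50 mM KCl; 1 h RT; Kinase-Glo lum. Intermediate enzyme activity for dual inhibitor/activator qHTS.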
Coupling enz: inhibits coupling enzyme system, counter-screen for aldolase hits; coupling enzyme system counterscreen, AmpLite Red fluorescence; activity change, negative = inhibition, % at 58.2 µM, hits read low; AID 2472; hit rate 0.67% among 290,000; in the data active = activity change below about -30%; note: % is set by controls: 0 for no effect and ±100 for the full control effect
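Activity here indicates interference with the coupling reaction, not aldolase inhibition. Compounds at 57.5 uM final met coupling enzymes for 10 min at RT; substrate and AmpLite Red detection followed, with a 525/598 nm fluorescence read after 20 min.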
MLL CXXC-DNA inh: blocks binding of human MLL CXXC domain to DNA | Potency, µM (titrated, usually from 115 µM), without a hit: at the top dose activity change, negative = inhibition, most hits filed as inhibitors | Q03164 | MLL-CXXC / FITC-HOXA9 DNA fluorescence polarization | AID 2662 | hit rate 0.037% among 290,000; active = well fitted inhibition curve with a large enough effect in the polarisation, with a control signal flat, not every such curve was filed as active; inconclusive = small, poorly fitted or top-dose-only effect, or effect the other way, or a change in a side signal; inactive = no such curve, though single readings can be large or run the other way; the % refers to the polarisation; note: potency is the fitted concentration of half-maximal effect
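Steps: dispense CXXC domain solution (7 uM) → pin compounds or unlabeled HOX-A9 DNA control → 5 min ambient → add FLSN-HOX-A9 solution (50 nM) → spin → 30 min ambient → fluorescence polarization. Tris pH 7.5/NaCl/DTT/BSA buffer.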
Giardia killer: Giardia lamblia killing; Giardia lamblia trophozoite viability; hit rate 0.15% among 340,000; activity change, % at 7.66 µM, hits read low; in the data active = activity change below about -80%; inconclusive = between about -30% and that limit;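 note: parasites exposed to compound for two days anaerobically before the ATP read; % is set by controls: 0 for no effect and ±100 for the full control effect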
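Trophozoite viability was measured as ATP-dependent luminescence, read 15-30 min after reagent addition. Before that, parasites at 100 cells/well were exposed to compounds for 48 h, anaerobically, at 37 deg C.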
TRPV1 ag: agonists of human vanilloid receptor 1 (TRPV1); Q8NER1; activation, % at 8.33 µM; AID 540275; TRPV1-expressing cells, Fluo-8 calcium influx, agonist mode; hit rate 0.19% among 320,000; in the data active = activation above about 80%; inconclusive = between about 30% and that limit; note: 0% is about no effect
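Fluo-8 calcium influx in TRPV1-expressing cells, kinetic read (ex 480/em 520 nm). Compound added and read 3 min for agonist activity, followed by capsaicin at EC20 final and 2 min further read for enhancement.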
Menin MLL FP TR: displaces Texas Red mutant MLL peptide from human menin; Menin + Texas Red MLL mutant peptide, fluorescence polarization; O00255; Potency, µM (series often up to 61.6 µM), without a hit: at the highest dose FP activity change, negative = inhibition, actives largely listed as inhibitors; AID 1768; hit rate 0.23% among 270,000; active = well fitted inhibition curve with a large enough effect in the polarisation, with a control signal flat, not every such curve was filed as active; inconclusive = small, poorly fitted or top-dose-only effect, or effect the other way, or a change in a side signal; inactive = no such curve, though single readings can be large or run the other way; the % refers to the polarisation; note: potency is the fitted concentration of half-maximal effect; % of control where 0% means no effect; many of its hits are not listed in these tables
B2AR arrestin: recruits beta-arrestin to the human beta2-adrenergic receptor; P07550; Potency, µM (doses to about 46.1 µM), inactives show at the top dose activation, actives largely listed as activators; beta-arrestin recruitment to beta2AR, cell-based reporter; hit rate 0.02% among 330,000;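 note: potency is the fitted concentration of half-maximal effect; 0% = DMSO controls and full agonism = EC100 isoproterenol or metaproterenol; nearly all actives have a fitted effect of over 65% in size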
GALK inh: blocks human galactokinase activity; P51570; Purified GALK, Kinase-Glo residual ATP luminescence; Potency, µM (highest dose often 57.5 µM), inactives show top-dose activity change, negative = inhibition, usual class: inhibitors; hit rate 0.007% among 270,000; AID 1868; note: potency is the fitted concentration of half-maximal effect; % is set by controls: 0 for no effect and ±100 for the full control effect
Target sequence (P51570 whole entry, looked up): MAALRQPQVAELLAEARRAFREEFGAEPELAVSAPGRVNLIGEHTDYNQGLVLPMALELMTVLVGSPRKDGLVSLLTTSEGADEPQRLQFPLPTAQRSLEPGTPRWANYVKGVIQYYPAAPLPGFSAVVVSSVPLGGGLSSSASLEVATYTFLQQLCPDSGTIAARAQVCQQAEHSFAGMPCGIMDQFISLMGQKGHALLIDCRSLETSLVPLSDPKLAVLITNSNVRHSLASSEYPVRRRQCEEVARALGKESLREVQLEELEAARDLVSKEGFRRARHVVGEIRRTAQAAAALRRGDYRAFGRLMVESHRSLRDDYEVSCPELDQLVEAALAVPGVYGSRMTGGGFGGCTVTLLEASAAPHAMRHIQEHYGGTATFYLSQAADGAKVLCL
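Human GALK (5 nM) with 35 uM ATP and 100 uM galactose in 20 mM HEPES pH 8.0, 5 mM MgCl2, 60 mM NaCl, 1 mM DTT, 0.01% BSA. After 1 h at room temperature, leftover ATP was read by Kinase-Glo Plus luminescence.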
hERG WT inh: inhibitors of human wildtype KCNH2 potassium channel; Q12809; U2OS, BacMam KCNH2, thallium flux FluxOr; hits give low values; activity change, % at 1.84 µM; hit rate 0.37% among 340,000;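 active = maximum activity change below -70%; inconclusive = maximum activity change between -70% and -50%; inactive = maximum activity change above -50%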; note: % is set by controls: 0 for no effect and ±100 for the full control effect
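U2OS cells transduced with wild-type KCNH2 virus are loaded with FluxOr dye for 45 min, and thallium flux is measured in kinetic reads before and after stimulation buffer. Rate constants are normalized to DMSO controls.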
USP2a inh: USP2a (human) protease inhibition. Potency, µM (highest dose often 38.3 µM), inactives show at the highest dose activity change, negative = inhibition, actives largely listed as inhibitors. hit rate 0.01% among 330,000. USP2 core, Ub-CHOP2 coupled fluorogenic reporter, 485/531. O75604. AID 463254;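 note: potency is the fitted concentration of half-maximal effect; plate controls were DMSO wells for no effect and full inhibition by NEM control for full effect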
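Cell-free coupled assay: 10nM USP2 core preincubated 30min RT with compound in Tris-HCl pH 8.0/CaCl2/CHAPS buffer, then 25nM Ub-CHOP2 and 25nM reporter substrate; fluorescence (Ex 485/Em 531) read after 60min RT, normalized to NEM inhibition, concentration-response curves fitted.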
* marks the source's active call; other numbers are inactive results; u = inconclusive; x = no result given; [ ] = another dose, or the depositor's remark. Unless noted, calls come from the whole dose curve; as a rule, active = well fitted curve in the direction sought with a large enough effect; inconclusive = small, poorly fitted or top-dose-only effect, or another doubt; inactive = no such curve, though single readings can be large; an effect the other way counts as inactive or inconclusive.

SMILES	KCNH2 3.1 inh	PKM2 act	Coupling enz	MLL CXXC-DNA inh	Giardia killer	TRPV1 ag	Menin MLL FP TR	B2AR arrestin	GALK inh	hERG WT inh	USP2a inh
COC(=O)c1ccc(NC(=O)CSc2nncn2-c2ccccn2)cc1	7	x	1	4%	-11	-2	-1%	0.7%	10%	0	2%
COc1ccc(NC(=S)N2CCCC(c3nc4ccc(C)cc4[nH]3)C2)cc1 (stereo unspecified)	17	-2%	1	17%	8	5	u	-0.9%	0%	x	2%
COc1cc(/C=C2/SC(=S)N(CC(=O)Nc3cccnc3)C2=O)cc(OC)c1OC	2	-1%	0	3%	-22	11	18%	0.0%	0%	2	16%
O=C(Cc1csc(-c2ccccc2)n1)Nc1ccc(C(F)(F)F)cc1	-10	0%	-6	5%	-14	26	24%	2.9%	-3%	1	1%
Cc1c(CC(=O)N2CCN(C(=O)C3COc4ccccc4O3)CC2)c(=O)oc2cc(O)c(Cl)cc12 (stereo unspecified)	-16	0%	0	9%	9	-4	1%	-0.4%	8%	-19	2%
CCOc1cc(C(=S)N2CCOCC2)ccc1OC(=O)c1ccccc1	-18	-1%	0	103%[activator]	4	u	-4%	0.2%	-8%	2	1%
COc1ccc(CCCC(=O)NC2CCCCC2)cc1	-30	-2%	1	4%	-8	10	7%	-0.2%	4%	0	0%
FC(F)(F)c1cccc(Oc2cc(C(F)(F)F)nc(-c3ccccn3)n2)c1	-11	0%	-4	-7%	10	x	x	-1.1%	-1%	-4	3%
Cc1ccc(C(=O)COC(=O)c2cnccn2)cc1[N+](=O)[O-]	12	-5%	-2	0%	3	-4	5%	-0.5%	-3%	-1	1%
Cc1nc2sc(-c3ccccc3)cc2c(=O)n1N	-13	-57%	-3	-2%	-12	11	x	0.1%	27%	3	1%
S=C(Nc1ccc2c(c1)OCO2)N1CCCC1	4	2%	-2	-9%	-13	0	13%	0.0%	-1%	-4	1%
CC(C)(C)c1cc[n+](-c2[nH]c(=O)sc2/C=N/N=C(\[O-])c2ccccc2)cc1	-28	x	-8	5%	-20	-1	-7%	-0.1%	0%	-6	2%
COC(=O)c1ccc(C(=O)OC)c(-n2c(=O)c3ccccc3c3ccccc3c2=O)c1	-11	16%	7	-2%	11	0	8%	-0.1%	-2%	6	2%
CCCC(=O)n1nc(-c2ccccc2)nc1N	-4	-8%	-1	111%[activator]	10	3	-13%	-0.3%	-2%	-1	3%
COc1ccc(-n2c(COc3ccc4ccccc4c3)nnc2SCC(=O)NCc2ccco2)cc1	-2	-16%	-1	-1%	-24	2	8%	0.0%	0%	9	-10%
Cc1ccc(C2CC(c3cccc(NS(C)(=O)=O)c3)=NN2S(C)(=O)=O)cc1 (stereo unspecified)	-18	-1%	-2	17%	1	0	-12%	-0.7%	1%	6	-9%
O=C(O)c1ccc2oc(SCC(=O)N3CCCCC3)nc2c1	12	-10%	2	-3%	-1	2	2%	-0.3%	0%	1	1%
CCOc1ccccc1NC(=O)C1CCN(c2ccc(S(=O)(=O)N3CCCC3)cc2)CC1	-6	0%	1	6%	25	-1	1%	-0.3%	2%	-10	0%
COC(=O)c1c(-c2ccc(S(C)(=O)=O)cc2)sc2cc(OC)ccc12	18	x	x	x	25	x	x	-0.1%	x	-3	0%
CSCCC(NC(=O)c1ccc([N+](=O)[O-])cc1Cl)C(=O)OCC(=O)N(C)C (stereo unspecified)	11	-2%	0	-2%	-6	-3	-11%	-0.2%	0%	1	2%
CCOC(=O)Cc1csc(NC(=O)CSc2nc(=O)[nH]c3c2CCCC3)n1	-15	x	x	x	-5	6	x	-0.1%	x	-2	1%
CC(C)(C)C(=O)C(Cl)C(=O)Nc1ccccc1 (stereo unspecified)	-3	-1%	6	2%	15	7	x	11%	-2%	-7	5%
CN(CC(=O)Nc1ccc(F)cc1)CC(=O)N(C)C1(C#N)CCCCC1	-115*	x	x	x	-7	2	x	-0.2%	x	0	4%
Cc1ccc(NC(=O)c2ccc(CSc3ncnc4nc[nH]c34)cc2)c(C)c1	-1	-2%	-4	-2%	7	x	x	-0.3%	-1%	-9	1%
CCc1nnc(NC(=O)c2ccc(-c3ccc([N+](=O)[O-])cc3Cl)o2)s1	-13	-1%	1	4%	u	-3	-8%	0.0%	-1%	4	-1%
COCCn1c(SCC(=O)NCCc2ccccc2)nnc1-c1ccco1	-7	-2%	4	-7%	-13	-1	-5%	-0.1%	3%	7	1%
N=c1c2c(-c3ccccc3)c(-c3ccccc3)n(Cc3ccco3)c2ncn1Cc1ccco1	-93*	8%	4	42%[activator]	14	17	u	-0.3%	0%	u	-1%
Fc1ccc(-c2nc3c(-c4ccccc4)cnn3cc2CCN2CCOCC2)cc1	-17	4%	-1	9%	6	4	8%	6.2%	-2%	10	2%
O=C(CN1CCOCC1)NC1C2CC3CC(C2)CC1C3 (stereo unspecified)	-5	-14%	1	1%	4	2	11%	-0.8%	0%	-1	0%
CCn1nnnc1SCC(=O)NNC(=O)C1CCCCC1	1	-12%	-2	-2%	16	-2	u	-0.2%	1%	6	-6%
O=C(Nc1cccs1)Nc1ccccc1Br	1	-2%	0	10%	-28	u	u	0.0%	-2%	14	-1%
Nc1nnc(CC(=O)NCc2ccccc2)s1	-14	-2%	-1	4%	-2	0	7%	0.3%	0%	4	-1%
COc1ccc(C(=O)Nc2ccc(C(=O)O)cc2NC(=O)c2ccc(OC)cc2)cc1	-9	x	4	2%	-11	-2	31%[activator]	0.5%	x	-12	1%
COc1ccccc1NC(=O)C(=O)N1N=C(C(C)C)CC1(O)C(F)(F)F (stereo unspecified)	14	0%	1	-21%	-5	x	x	-0.5%	1%	7	-1%
CCOC(=O)N1CCN(CC(O)COc2ccc3c(c2)CCC3)CC1 (stereo unspecified)	24	x	x	-1%	16	-3	x	0.2%	6%	-4	2%
CCOP(=O)(OCC)c1nc(-c2ccccc2)oc1NCc1ccccc1	-8	1%	-3	-5%	2	u	-26%	8.1%	1%	1	-1%
C(=N\Nc1nc(N2CCCC2)nc(N2CCCC2)n1)/c1ccncc1	9	8%	2	6%	4	-4	-5%	-0.4%	0%	2	1%

Two of these compounds in a different format.
| SMILES | KCNH2 3.1 inh | PKM2 act | Coupling enz | MLL CXXC-DNA inh | Giardia killer | TRPV1 ag | Menin MLL FP TR | B2AR arrestin | GALK inh | hERG WT inh | USP2a inh |
| --- | --- | --- | --- | --- | --- | --- | --- | --- | --- | --- | --- |
| COc1ccc(C(=O)Nc2ccc(C(=O)O)cc2NC(=O)c2ccc(OC)cc2)cc1 | -9 | x | 4 | 2% | -11 | -2 | 31%[activator] | 0.5% | x | -12 | 1% |
| COc1ccccc1NC(=O)C(=O)N1N=C(C(C)C)CC1(O)C(F)(F)F (stereo unspecified) | 14 | 0% | 1 | -21% | -5 | x | x | -0.5% | 1% | 7 | -1% |

Reformatted with values under each structure: entries from further up
Every second line gives: KCNH2 3.1 inh | PKM2 act | Coupling enz | MLL CXXC-DNA inh | Giardia killer | TRPV1 ag | Menin MLL FP TR | B2AR arrestin | GALK inh | hERG WT inh | USP2a inh
Fc1ccc(-c2nc3c(-c4ccccc4)cnn3cc2CCN2CCOCC2)cc1
 : -17 | 4% | -1 | 9% | 6 | 4 | 8% | 6.2% | -2% | 10 | 2%
O=C(CN1CCOCC1)NC1C2CC3CC(C2)CC1C3 (stereo unspecified)
 : -5 | -14% | 1 | 1% | 4 | 2 | 11% | -0.8% | 0% | -1 | 0%
CCn1nnnc1SCC(=O)NNC(=O)C1CCCCC1
 : 1 | -12% | -2 | -2% | 16 | -2 | u | -0.2% | 1% | 6 | -6%
O=C(Nc1cccs1)Nc1ccccc1Br
 : 1 | -2% | 0 | 10% | -28 | u | u | 0.0% | -2% | 14 | -1%
Nc1nnc(CC(=O)NCc2ccccc2)s1
 : -14 | -2% | -1 | 4% | -2 | 0 | 7% | 0.3% | 0% | 4 | -1%
COc1ccc(C(=O)Nc2ccc(C(=O)O)cc2NC(=O)c2ccc(OC)cc2)cc1
 : -9 | x | 4 | 2% | -11 | -2 | 31%[activator] | 0.5% | x | -12 | 1%
COc1ccccc1NC(=O)C(=O)N1N=C(C(C)C)CC1(O)C(F)(F)F (stereo unspecified)
 : 14 | 0% | 1 | -21% | -5 | x | x | -0.5% | 1% | 7 | -1%

Only part of the results is shown. The share of hits here may be higher or lower than overall.
